# Assay outcomes: PubChem, National Center for Advancing Translational Sciences (NCATS)
# SW480 rerep – A quantitative high throughput screen for small molecules that induce DNA re-replication in SW480 colon adenocarcinoma cells; AID 624297, 2012; Potency, µM (highest dose often 46.1 µM), for inactives: at the top dose re-replication activation, most hits filed as activators; SW480 DNA re-replication, Hoechst DNA content imaging, 48 h; hit rate 1.8% among 340,000; further: potency means the concentration at half of the fitted maximal effect; % of control where 0% means no effect; nearly all actives have a fitted effect of over 55% in size
#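 Treated cells incubate 48 hr (37 C, 5% CO2), are stained 40 min with Hoechst, and nuclear fluorescence is enumerated; a rise in nuclei with high DNA signal marks re-replication.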
# WRN helicase inh – qHTS for Inhibitors of WRN Helicase. Bifunctional 3'-5' exonuclease/ATP-dependent helicase WRN (Homo sapiens), Q14191. WRN helicase unwinding, fluorescent forked duplex, kinetic. Potency, µM (doses to about 114 µM), inactives show top-dose activity change, negative = inhibition, most hits filed as inhibitors. hit rate 0.46% among 360,000. AID 651768, 2012; further: potency means the concentration at half of the fitted maximal effect; on the % scale 0 is the no-effect control and ±100 the full control effect; nearly all actives have a fitted effect of over 55% in size
#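 Enzyme (20 nM final) and test compound sit together 15 min at room temperature before substrate addition. Substrate is a single-forked duplex oligonucleotide (100 nM) labelled with fluorophore and quencher, with 2 mM ATP; helicase unwinding raises red fluorescence, read kinetically.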
# KB-V1 MDR tox – qHTS assay for MDR1-selective chemotherapeutics: Primary screen using the drug-selected MDR subline cells KB-V1. KB-V1 MDR cells viability, CellTiter-Glo, 72 h. Potency, µM (top dose mostly 46.1 µM), without a hit: at the highest dose activity change, negative = cytotoxicity, actives largely listed as cytotoxic. hit rate 3.4% among 400,000. AID 1347076, 2019; further: potency means the concentration at half of the fitted maximal effect; on the % scale 0 is the no-effect control and ±100 the full control effect; nearly all actives have a fitted effect of over 60% in size
#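 KB-V1 MDR subline cells in DMEM (phenol-red free, 10% FBS) exposed to compounds in qHTS concentration series for 72 h at 37 degrees C. Viability read by CellTiter-Glo luminescence; concentration-effect curves fitted after normalization and correction.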
# HT1080 IDH1KD tx – qHTS for induction of synthetic lethality in tumor cells producing 2HG: qHTS for the HT-1080-IDH1KD cell line | HT-1080 IDH1 knockdown viability, ATP luminescence, 48 h | Potency, µM (titrated, usually from 46.1 µM), for inactives: top-dose activity, negative = toxicity, most hits filed as cytotoxic | hit rate 2% among 360,000 | AID 686971, 2013;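 further: potency means the concentration at half of the fitted maximal effect; 0% = DMSO wells and -100% = cell-free medium wells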
#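 CellTiter-Glo luminescence after 48 h compound exposure at 37 degrees C of IDH1-knockdown HT-1080 cells in 5% FBS RPMI. %Activity scaled between DMSO wells and cell-free media wells, with curves fitted and assigned curve classes.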
# KB-3-1 tox – qHTS assay for MDR1-selective chemotherapeutics: Primary screen using the parental adenocarcinoma cell KB-3-1; KB-3-1 viability, CellTiter-Glo ATP luminescence, 72 h; Potency, µM (titrated, usually from 46.1 µM), inactives show at the highest dose activity change, negative = cytotoxic, hits mostly cytotoxic; hit rate 1.4% among 400,000; further: potency means the concentration at half of the fitted maximal effect; on the % scale 0 is the no-effect control and ±100 the full control effect; nearly all actives have a fitted effect of over 60% in size
#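 Multi-concentration cytotoxicity screen in KB-3-1 cells grown in DMEM lacking phenol red with 10% FBS. After 72 h at 37 °C with compound, ATP-dependent luminescence was recorded.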
# HT1080NT lethal – qHTS for induction of synthetic lethality in tumor cells producing 2HG: qHTS for the HT-1080-NT fibrosarcoma cell line | AID 686970, 2013 | Potency, µM (series often up to 46.1 µM), for inactives: top-dose activity, negative = less viability, actives largely listed as cytotoxic | HT-1080-NT fibrosarcoma viability, CellTiter-Glo ATP luminescence, 48 h | hit rate 1.6% among 360,000;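 further: NT is the 2HG producing partner of a matched IDH1 knockdown line; potency means the concentration at half of the fitted maximal effect; 0% = DMSO-treated cells and -100% = media-only wells without cells; nearly all actives have a fitted effect of over 55% in size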
#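 HT-1080-NT; 750 cells/well; 5% FBS RPMI; 48 h compound, 37 degrees C; CellTiter-Glo luminescence; curve fitting and curve-class assignment.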
# IL1B secr inh – qHTS for Inhibitors of Inflammasome Signaling: IL-1-beta AlphaLISA Primary Screen | THP-1 LPS/ATP IL-1B secretion, AlphaLISA, 16 h; stronger effect = lower value | activity change, % at 57.5 µM | hit rate 4.7% among 360,000 | AID 743279, 2014; in the data active means activity change below about -50%; inconclusive means mostly about -30% to -49%; further: on the % scale 0 is the no-effect control and ±100 the full control effect
#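 THP-1 cells pretreated 1 hr with compounds (up to 57.5 uM final), then stimulated with LPS (250 ng/mL final) plus ATP (1.25 mM final); secreted IL-1B measured by AlphaLISA after 16 hr, decreased signal indicating inhibition.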
# ATXN2 expr inh – Primary qHTS for Inhibitors of ATXN expression; HEK-293 ATXN2-luciferase reporter, luminescence, 24 h; Potency, µM (top dose mostly 57 µM), for inactives: at the top dose activity change, negative = inhibition, hits mostly inhibitors; hit rate 0.72% among 360,000; AID 1745845, 2022; further: potency means the concentration at half of the fitted maximal effect; on the % scale 0 is the no-effect control and ±100 the full control effect; nearly all actives have a fitted effect of over 55% in size
#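 qHTS (up to 57 uM final) was run with 24 h compound exposure of reporter cells at 37 °C. Each well was multiplexed: SteadyGlo luminescence measured ATXN2-luciferase expression after a fluorogenic Gly-Phe-AFC viability readout (25 uM final).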
# MCF10A rerep – A quantitative high throughput screen for small molecules that induce DNA re-replication in MCF 10a normal breast cells; Potency, µM (titrated, usually from 46.1 µM), inactives show at the highest dose activity, positive = re-replication, most hits filed as activators; AID 624296, 2012; MCF 10A DNA re-replication, Hoechst nuclear intensity, 48 h; hit rate 2.9% among 350,000; further: potency means the concentration at half of the fitted maximal effect; % of control where 0% means no effect; nearly all actives have a fitted effect of over 50% in size
# * hit, by the source's call; ? = inconclusive; / = no result given; [ ] = dose if it differs, or a comment. Unless noted, the call rests on the fitted dose curve; in most records, active means well fitted curve in the direction sought with a large enough effect; inconclusive means small, poorly fitted or top-dose-only effect, or another doubt; inactive means no such curve, though single readings can be large; an effect the other way counts as inactive or inconclusive.
SMILES,SW480 rerep,WRN helicase inh,KB-V1 MDR tox,HT1080 IDH1KD tx,KB-3-1 tox,HT1080NT lethal,IL1B secr inh,ATXN2 expr inh,MCF10A rerep
COc1ccc(-c2c(N)n[nH]c2C)cc1OC,1%,3%,1%,2%,-10%,19%,0,/,-7%
Nc1c(C(=O)NCc2ccc3c(c2)OCO3)c2nc3ccccc3nc2n1CCCN1CCOCC1,?,-30%[57.1 µM],-4%,7%[9.24 µM],-19%,?,-98*,?,0%
CCOC(=O)COc1ccc(S(=O)(=O)N2CCc3ccccc3C2)cc1,-8%,-15%,1%,-1%,7%,-23%,19,-1%,-21%
Cc1ccc(-n2cc(CN(C)Cc3ncc[nH]3)c(-c3cccc(C)c3)n2)cc1,-6%,-7%,?,18µM*,-34%,18µM*,-81*,?,?
CCN(CC(=O)Nc1ccc2c(c1)OCCO2)C(=O)CCc1ccccc1Cl,-10%,-1%,10%,-1%,18%,-4%,-2,-16%,-4%
Clc1cnc2nc(SC/C=C/c3ccccc3)[nH]c2c1,-13%,9%,-8%,8%,-5%,2%,5,-22%,-2%
CC(C)Cc1nc(SCC(=O)Nc2nnc(CC(C)C)s2)n[nH]1,4%,-4%,13%,10%,-3%,19%,1,-8%,-2%
COC(=O)c1ccnc(/C=N/O)c1,-2%,0%,2%,0%,7%,5%,0,5%,?
C[C@H](NC(=O)[C@H]1N2C(=O)c3ccccc3C2SC1(C)C)C(=O)N1CCCCC1 (stereo partly specified),-20%,-2%,-3%,0%,2%,7%,-8,/,0%
c1ccc(CCN(Cc2ccccc2)Cc2nc(C3CC3)no2)cc1,3%,-1%,-24%,2%,1%,19%,0,/,1%
O=C1NC[C@H](CCCCN2C[C@H](Cc3ccccc3)N(CCC3CCCCC3)C(=O)C2=O)N(CCc2ccccc2)C1=O,/,-5%,1%,7%,?,18%,-72*,1%,/
CC(C)(C)OC(=O)N(CCc1ccccc1)Cc1cccc(OCc2cccc(NC(=O)/C=C/c3ccccc3)c2)c1,?,-2%,0%,11%,1%,16%,-8,13%,8%
CCO/C=C1/C(=O)N(Cc2ccccc2)C(=O)c2ccccc21,1%,-25%,-15%,-2%,14%,0%,0,-7%,-7%
CSc1ccc(Cl)c(C(=O)N2CCN(CC(=O)N3CCCC3)CC2)c1,0%,-13%,/,13%,/,-6%,3,9%,-1%
COc1ccc(NC(=O)NCCN2CCN(c3cc(OC)ccc3OC)CC2)cc1,-7%,-3%,0%,7%,8%,8%,-22,-17%,-9%
CC(C)C(C(=O)O)N1C(=O)/C(=C/C=C/c2ccco2)SC1=S (stereo unspecified),-10%,3.5µM*,-2%,-11%,5%,-8%,2,-8%,2%
CC(=O)Oc1ccc(S(=O)(=O)c2ccc(OC(C)=O)cc2)cc1,0%,-1%,-21%,-1%,-7%,-7%,12,-1%,3%
Cc1cc(-c2nc3cccnc3s2)ccc1NS(=O)(=O)c1ccc2c(c1)OCCO2,?,-7%,6%,-1%,-7%,-1%,0,23%,5.2µM*
Cc1ccsc1/C=N/n1c(-c2cc(-c3ccccc3)n[nH]2)n[nH]c1=S,-1%,-35%,1%,-3%,9%,-4%,19,-12%,19%
COc1cc(/C=N/NS(=O)(=O)c2ccccc2)c(OC)c(OC)c1,-3%,-3%,-1%,-8%,-2%,0%,0,-6%,5%
CN1/C(=C\C(=O)COC(=O)c2ccco2)C(C)(C)c2ccccc21,-45%[inhibitor],-1%,?,6%,-5%,-1%,23,-36%,-9%[9.22 µM]
CC(C)(C)Nc1nc2nonc2nc1NC(C)(C)C,16%,-15%,-4%,?,-2%,?,-68*,-14%,17%
C=C(C)[C@@H]1CC=C(CN2CCC(CCOC)(C(=O)OCC)CC2)CC1,1%,0%,-14%,-11%,-8%,-22%,?,-16%,5%
COc1ccc(/C=N/Nc2ncc(C(F)(F)F)cc2Cl)cc1OC,-1%,2%,?,0%,0%,-1%,-12,-5%,?
COC(=O)c1cc(C(=O)OC)cc(N2C(=O)CC(NNC(=O)c3ccccc3Br)C2=O)c1 (stereo unspecified),1%,-4%,1%,2%,10%,15%,3,2%,?
COc1ccc(C2Nc3ccccc3C(=O)N2NS(=O)(=O)c2ccccc2)cc1OC (stereo unspecified),?,-1%,0%,11%,8%,12%,23,-18%,-6%
CCOc1ccc(NC(=O)CCC(=O)c2ccc(-c3ccccc3)cc2)cc1,0%,-2%,-13%,-10%,28%,-13%,-6,-2%,-2%
O=C(c1ccccc1F)N1CCCC(N2CCN(Cc3ccc4c(c3)OCO4)CC2)C1 (stereo unspecified),/,-2%,-25%,-2%,-2%,-4%,11,/,/
CCOc1cc(/C=C2\SC(=O)N(c3ccc(O)cc3)C2=O)ccc1O,13%,-5%,-5%,-1%,-6%,-6%,?,/,2%
Cc1nn(-c2ccccc2)c2c1C1(C(=O)Nc3ccccc31)N1C(=N2)Sc2ccccc21 (stereo unspecified),-2%,-28%,-10%,?,?,?,?,-25%,19%
CCCCc1c(-c2ccccc2OC)ncn1CCc1ccccc1,/,-11%,12µM*,21µM*,?,18µM*,0,?,/
COc1ccc(N2C(=O)CCC(C(=O)NCCCN3CCC(C)CC3)C2c2ccc(OC)c(OC)c2)cc1 (stereo unspecified),8%[1.84 µM],7%[57.1 µM],?,12%,0%,0%,-4,0%,-27%
COc1ccc2c(C)cc(N3CCCCCC3)nc2c1,?,7%,-25%,-23%,-13%,-9%,-67*,-21%,?
CCOC(=O)[C@H]1[C@H]2COc3ccccc3[C@@H]2N2C(=O)[C@@H](C)NC(=O)[C@@]12C,9%,5%,2%,8%,?,17%,11,9%,-9%
N=c1sccn1CC(=O)Nc1ccc(Cl)cc1[N+](=O)[O-],0%,-12%,-4%,-4%,8%,-9%,6,-16%,-10%
COc1ccc2c(c1)N(C)/C(=C/c1cccc[n+]1C)S2,3%,-1%[11.6 µM],4%,13µM*,1.6µM*,?,0,?,-15%
c1ccc(-c2nnc(-c3ccco3)n2-c2ccccc2)cc1,1%,7%,18µM*,1%,-11%,14%,-6,7%,?
C=CCn1c(SCC(=O)N2CCCC2)nc2scc(-c3cccs3)c2c1=O,7%,-23%,?,8%,0%,2%,5,-6%,?
CC(C)(C)c1cc(C(F)(F)F)nc(SCCCNC(=O)c2ccco2)n1,-5%,-8%,?,4%[9.24 µM],0%,-2%,-17,-10%,8%
O=C(CCN1CCCCCC1)Nc1ccccc1F,0%,-4%,2%,14%,0%,21%,9,3%,-2%
N#CCCN(C(=S)NC(=O)c1ccco1)c1ccccc1F,0%,-10%,-9%,13%,1%,5%,21,-14%,-2%
Cc1ccc(C(=O)OCC(=O)NC(C)C)cc1S(=O)(=O)N1CCOCC1,-10%,10%,0%,-1%,9%,1%,5,-10%,-2%
COc1cc(/C=N/NC(=O)C(=O)NCC2CCCO2)ccc1O (stereo unspecified),-11%,0%,-15%,-9%,-5%,3%,6,-8%,17%
COC(=O)Nc1ccc(S(=O)(=O)N2CCCC(C(=O)N3CCN(C)CC3)C2)cc1 (stereo unspecified),-2%,1%,18%,19%,2%,4%,3,0%,17%
Nc1ncn(-c2ncc(C(F)(F)F)cc2Cl)n1,-3%,-8%,-5%,-1%,-20%,14%,-11,16%,-3%
Cc1ccc(N(CC(=O)NCc2ccncc2)S(C)(=O)=O)cc1Cl,-8%,-12%,3%,0%,-4%,2%,15,-17%,22%
CCOC(=O)N1CCN(c2ncnc3scc(-c4ccccc4)c23)CC1,-6%,13%,?,-26%,-4%,-3%,-1,-23%,?
Cc1ccc(C(=O)CNc2ccccc2)cc1,?,-5%[57.1 µM],15%,4%,0%,7%,-8,13%,-2%
CC(NC(=O)OCc1ccccc1)c1ccccc1 (stereo unspecified),-16%,1%,4%,-12%,2%,-6%,-24,-1%,-3%
CC(C)(C)C1=Nn2c(nnc2-c2n[nH]c3c2CCC3)SC1,-3%[9.22 µM],-3%,0%,-4%,-8%,-6%,-1,6%,0%
CCn1cc(C(=O)NCCCN2CCC(C)CC2)c2cc(OC)c(OC)cc2c1=O,-4%,-2%,5%,9%,4%,-2%,1,1%,11%
O=C(NCc1ccc(N2CCCC2=O)cc1)C1CCC(=O)N(Cc2ccccc2F)C1 (stereo unspecified),-2%,-5%,-8%,20%,20%,8%,-2,2%,0%

# Reformatted: entries from further up
# Value order – SW480 rerep	WRN helicase inh	KB-V1 MDR tox	HT1080 IDH1KD tx	KB-3-1 tox	HT1080NT lethal	IL1B secr inh	ATXN2 expr inh	MCF10A rerep
- COC(=O)Nc1ccc(S(=O)(=O)N2CCCC(C(=O)N3CCN(C)CC3)C2)cc1 (stereo unspecified)
→ -2%	1%	18%	19%	2%	4%	3	0%	17%
- Cc1ccc(C(=O)CNc2ccccc2)cc1
→ ?	-5%[57.1 µM]	15%	4%	0%	7%	-8	13%	-2%
- COc1ccc(-c2c(N)n[nH]c2C)cc1OC
→ 1%	3%	1%	2%	-10%	19%	0	/	-7%
- c1ccc(CCN(Cc2ccccc2)Cc2nc(C3CC3)no2)cc1
→ 3%	-1%	-24%	2%	1%	19%	0	/	1%
